# High-throughput results as filed in PubChem BioAssay.
# TDP1 block = inhibitors of human tyrosyl-DNA phosphodiesterase TDP1 | hit rate 0.28% among 350,000 | Potency, µM (series often up to 130 µM), without a hit: at the highest dose activity change, negative = inhibition, hits mostly inhibitors | Q9NUW8 | recombinant TDP1, AlphaScreen DNA substrate cleavage; note: nearly all actives have a fitted effect of over 40% in size
# Target sequence (Q9NUW8 whole entry, looked up): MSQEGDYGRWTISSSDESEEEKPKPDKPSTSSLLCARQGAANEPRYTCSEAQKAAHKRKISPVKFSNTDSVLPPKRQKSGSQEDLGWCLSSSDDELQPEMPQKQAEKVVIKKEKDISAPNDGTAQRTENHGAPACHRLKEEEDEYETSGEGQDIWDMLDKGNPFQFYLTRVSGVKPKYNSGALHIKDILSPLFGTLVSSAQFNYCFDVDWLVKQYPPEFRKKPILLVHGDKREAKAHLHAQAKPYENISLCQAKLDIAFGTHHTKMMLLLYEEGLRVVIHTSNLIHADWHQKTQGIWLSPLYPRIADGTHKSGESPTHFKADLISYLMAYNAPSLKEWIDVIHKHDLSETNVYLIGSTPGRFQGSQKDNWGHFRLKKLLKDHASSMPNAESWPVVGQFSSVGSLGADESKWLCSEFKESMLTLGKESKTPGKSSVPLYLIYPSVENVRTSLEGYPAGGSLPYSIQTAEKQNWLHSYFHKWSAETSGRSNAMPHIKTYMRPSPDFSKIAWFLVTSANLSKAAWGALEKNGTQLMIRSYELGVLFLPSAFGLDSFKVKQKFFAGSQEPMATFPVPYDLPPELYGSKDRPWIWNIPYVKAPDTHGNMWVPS
#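 Tdp1 1 nM final; 15 min RT w/ cpd; substrate 15 nM, 5 min; beads 10 ug/ml, 10 min; AlphaScreen read. Neg ctrl: no enzyme.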
# N370S GC = inhibitors or activators of N370S glucocerebrosidase for Gaucher disease; Potency, µM (top dose mostly 59.4 µM), inactives show at the highest dose activity change, negative = inhibition, most hits filed as inhibitors; N370S GC spleen homogenate, 4MU-glucoside fluorescence; hit rate 0.092% among 330,000; P04062;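 note: 0% = full enzyme activity and -100% = no enzyme basal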
# FEN1 inhibitor = inhibitors of human flap endonuclease 1. hit rate 0.35% among 390,000. Potency, µM (titrated, usually from 114 µM), for the others: at the highest dose activity change, negative = inhibition, actives largely listed as inhibitors. P39748. Recombinant FEN1 flap cleavage, fluorescence, 15 min; note: nearly all actives have a fitted effect of over 65% in size
# Target sequence (P39748 whole entry, looked up): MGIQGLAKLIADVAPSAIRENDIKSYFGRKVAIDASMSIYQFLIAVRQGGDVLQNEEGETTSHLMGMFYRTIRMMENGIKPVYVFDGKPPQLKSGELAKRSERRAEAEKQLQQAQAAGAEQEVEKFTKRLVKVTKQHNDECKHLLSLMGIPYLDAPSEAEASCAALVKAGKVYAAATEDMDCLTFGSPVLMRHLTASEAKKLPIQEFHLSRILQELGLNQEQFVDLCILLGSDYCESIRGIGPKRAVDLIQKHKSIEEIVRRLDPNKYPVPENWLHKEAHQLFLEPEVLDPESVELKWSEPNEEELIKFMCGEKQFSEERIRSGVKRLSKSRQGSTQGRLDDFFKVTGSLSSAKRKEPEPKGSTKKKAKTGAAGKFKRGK
#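 Steps: FEN1 (10 nM) dispensed; compound added by pin tool; 15 min at room temperature; substrate added to 50 nM final; reads at 0 min and 15 min; data normalized and fitted (four-parameter Hill).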
# The depositor's hits bear a star; ? = inconclusive; / = no result given; & = joins results of further samples; [ ] = remark or other dose. Calls come from the whole dose curve; as a rule, active = well fitted curve in the direction sought with a large enough effect; inconclusive = small, poorly fitted or top-dose-only effect, or another doubt; inactive = no such curve, though single readings can be large; an effect the other way counts as inactive or inconclusive. Unless noted, % is set by controls: 0 for no effect and ±100 for the full control effect; potency is the fitted concentration of half-maximal effect.
SMILES,TDP1 block,N370S GC,FEN1 inhibitor
Cc1cc(-n2c(/C=C/c3ccc(Br)s3)nc3ccccc3c2=O)ccc1Br,10%,/,-3%
COc1ccc(C(=O)O/N=C(/C(N)=O)P(=O)(OC(C)C)OC(C)C)cc1,5%,-24%,47%[activator]
Cc1ccc(C(=O)C2(C)N(O)C(C)C(c3cccs3)=[N+]2[O-])cc1 (stereo unspecified),-1%,3%,-8%
COc1ccc(OCC(=O)N2CCN(Cc3nc4cc([N+](=O)[O-])ccc4n3C)CC2)cc1,-2%,1%,12%
C[C@H](NC(=O)N1C[C@H]2C[C@@H](C1)c1cccc(=O)n1C2)C(=O)Nc1ccccc1F,/,1%,20%
O=c1c2ccccc2nc(-c2ccccc2)n1-c1ccccn1,9%,19%,16%
CCCCCNc1c(C(=O)OCC)c(=O)[nH]c2ccccc12,-1%,?,2%
C=CCn1c(O)c(/C=C2/C=CC=N2)c(=O)[nH]c1=O,-4%,-6%,-15%
Cc1ccc(-n2cc(CNC(C)Cc3cnccn3)c(-c3cccc(C)c3)n2)cc1 (stereo unspecified),5%,-18%,-7%
Cc1nnc2n1-c1sc(CCC(=O)N3CCOCC3)cc1C(c1ccccc1Cl)=NC2,13%,8%,/
Cc1nn(Cc2ccccc2Cl)c(C)c1C(=O)OCC(=O)N1CC(C)OC(C)C1 (stereo unspecified),3%,2%,-4%
C/C(=N\NC(=O)c1ccncc1)c1c(O)n(Cc2ccccc2)c(=O)[nH]c1=O,/,-16%,-13%
CC1=C2CCC3C4CCC(=O)[C@@]4(C)CCC3[C@]2(C)CCC1=O (stereo partly specified),14%[56.1 µM],-9%,/
N#CC(c1ccccc1)N1CCOCC1 (stereo unspecified),9%,2%,1%
O=C1CN(C(=O)CN2CCCCC2)C(c2ccccc2)c2cc(Br)ccc2N1 (stereo unspecified),2%,0%,-14%
CN1C(=O)/C(=C\N2CCc3ccccc32)C(=O)NC1=S,11%,-4%,-18%
CC1CN=C(NCc2ccc(F)cc2)S1 (stereo unspecified),-5%,3%,-9%
Clc1ccc(C(c2ccccc2)c2ncc[nH]2)cc1 (stereo unspecified),3%,2%,-2%
On1ccccc1=S,/,1%,?
COc1ccccc1-c1nn2c(=O)cc(CN3CCN(C(=O)COc4ccccc4Cl)CC3)nc2s1,3%,/,-7%
O=C1CC2OCC=C3CN4CC[C@]56c7ccccc7N1[C@H]5[C@H]2C3C[C@H]46 (stereo partly specified),4%&4%,-2%&20%,/
NP(=O)(OCCCCc1ccccc1)Oc1ccccc1Cl (stereo unspecified),/,-29%,-17%
CN(CCOc1ccc(C=C2C(=O)NC(=O)NC2=O)cc1)c1ccccn1,-2%,-3%,-32%
O=C(COc1ccc(Br)cc1)Nc1ccc(Cl)cc1C(=O)c1ccccc1,-2%[12.3 µM],/,0%
COc1ccc(-n2c(/C=C/c3cccc(F)c3)nc3ccccc3c2=O)c(OC)c1,/,5%,0%

# Next part:
SMILES,TDP1 block,N370S GC,FEN1 inhibitor
CCC(=O)CCCCC[C@@H]1NC(=O)[C@H]2CCCCN2C(=O)[C@H]([C@@H](C)CC)NC(=O)[C@H](Cc2cn(OC)c3ccccc23)NC1=O,15%,-7%,/
N#C/C(=C(/O)c1ccc(S(=O)(=O)N(CCCl)CCCl)cc1)c1nc2ccccc2[nH]1,/,-2%,2%
COc1ccccc1OCC#CCN1CCOCC1,0%,3%,8%
OC[C@@H]1CCCN2CCCC[C@@H]12,9%[56.1 µM],-3%,/
CC(C)C12CN3CC(C(C)C)(CN(C1)C3c1ccccn1)C2=O (stereo unspecified),5%,/,-3%
Cn1cc(/C=C/c2nc3ccccc3c(=O)n2-c2ccccc2)c2ccccc21,-3%[12.3 µM],/,4%
COc1ccc(CCNCc2cccc(C(F)(F)F)c2)cc1OC,/,-13%,18%
OCC(O)Cc1ccc2c(c1)OCO2 (stereo unspecified),8%[56.1 µM],7%,/
CC(=O)NC1CC2CCC(C1)N2 (stereo unspecified),3%,-7%,-6%
O=S(=O)(c1ccc(Cl)cc1)c1ccc(Cl)cc1,-1%&-1%&-1%,10%&6%,6%
O=c1[nH]c(=S)[nH]c(O)c1N=Nc1ccc2c(c1)OCO2,-13%,-12%,1%
CNC[C@H](O)c1ccc(O)cc1,12%[21 µM],9%[21.6 µM],/
Oc1c(Br)c(Br)c(Br)c(Br)c1Br,4%&18%,13%,50µM*
CCOc1cc2c(cc1OCC)-n1cccc1C(c1cccc(OCC)c1O)NC2 (stereo unspecified),/,-7%,-20%
FC(F)(F)Oc1ccc(NC2=NCCCS2)cc1,/,-3%,-1%
Oc1ccc2c3c1O[C@H]1[C@@H](O)CC[C@@]4(O)[C@@H](C2)N(CC2CCC2)CC[C@]314,/,-2%&-17%,-12%&-5%
C=CCC1(C(C)CCC)C(=O)N=C(S)NC1=O (stereo unspecified),-2%[56.1 µM],7%,/
COC(=O)C1=C(c2ccc(C(C)=O)cc2)C[C@@H]2CC[C@H]1N2C(=O)NCc1ccc(F)cc1,-1%,/,-8%
C=CCN,5%,-3%,/
C[C@@H]1CO1,4%,7%,/
CCC12CN3CC(CC)(CN(C1)C3c1ccccn1)C2=O (stereo unspecified),5%,/,-3%
COc1ccc([N+](=O)[O-])cc1N=Cc1c(O)n(CCc2ccccc2)c(=O)n(C(C)C)c1=O,11%,9%,-4%
CCCCCCC(=O)N/N=C/c1c(O)n(CCCC)c(=S)[nH]c1=O,8%,1%,-3%
Oc1ccccc1-c1ccccc1,4%&11%,-7%,/
CC(C)C1C(=O)O[C@@H]2CCN3CC=C(COC(=O)[C@](C)(O)[C@]1(C)O)[C@H]23 (stereo partly specified),12%,-8%,/

# Reformatted: results already given.
structure	TDP1 block	N370S GC	FEN1 inhibitor
CCCCCCC(=O)N/N=C/c1c(O)n(CCCC)c(=S)[nH]c1=O	8%	1%	-3%
Oc1ccccc1-c1ccccc1	4%&11%	-7%	/

# 5 structures from above, ordered by molar mass, rising:
SMILES,TDP1 block,N370S GC,FEN1 inhibitor
CNC[C@H](O)c1ccc(O)cc1,12%[21 µM],9%[21.6 µM],/
CC(=O)NC1CC2CCC(C1)N2 (stereo unspecified),3%,-7%,-6%
COc1ccccc1OCC#CCN1CCOCC1,0%,3%,8%
CC(C)C12CN3CC(C(C)C)(CN(C1)C3c1ccccn1)C2=O (stereo unspecified),5%,/,-3%
CC(C)C1C(=O)O[C@@H]2CCN3CC=C(COC(=O)[C@](C)(O)[C@]1(C)O)[C@H]23 (stereo partly specified),12%,-8%,/

# The main list resumes, repeating the five entries before the break.
SMILES,TDP1 block,N370S GC,FEN1 inhibitor
CCC12CN3CC(CC)(CN(C1)C3c1ccccn1)C2=O (stereo unspecified),5%,/,-3%
COc1ccc([N+](=O)[O-])cc1N=Cc1c(O)n(CCc2ccccc2)c(=O)n(C(C)C)c1=O,11%,9%,-4%
CCCCCCC(=O)N/N=C/c1c(O)n(CCCC)c(=S)[nH]c1=O,8%,1%,-3%
Oc1ccccc1-c1ccccc1,4%&11%,-7%,/
CC(C)C1C(=O)O[C@@H]2CCN3CC=C(COC(=O)[C@](C)(O)[C@]1(C)O)[C@H]23 (stereo partly specified),12%,-8%,/
Oc1cccc(Cl)c1Cl,3%,8%,/
COc1cc2c(c(OC)c1OC)-c1ccc(O)c(=O)cc1C(NC(C)=O)CC2 (stereo unspecified),10%[56.1 µM],-6%&7%,0%
Cn1ccc(NC(=O)CCl)n1,5%,-8%,5%
CCOc1ccc(-n2c(O)c(N=Nc3ccc([N+](=O)[O-])cc3)c(=O)[nH]c2=O)cc1,-4%,-29%,0%
CN1C(=O)N(C)C(=O)C2(Cc3cc([N+](=O)[O-])ccc3N(C)C2c2ccccc2)C1=O (stereo unspecified),4%,-2%,-10%
Cc1c(C(c2ccccc2Cl)c2c(O)c3ccccc3oc2=O)c(=O)n(-c2ccccc2)n1C (stereo unspecified),0%,11%,0%
O=C1C2CCCN2C(c2cccc(Cl)c2)N1c1ccccn1 (stereo unspecified),0%,1%,-4%
Nc1ccnn1C1CCNCC1,12%,-6%,-6%
CCCCCCOc1ccc(CN2CCN(C)CC2)cc1,4%,-14%,-11%
CC1CCCC(NC(=O)CNC(=S)N2CC3CC(C2)c2cccc(=O)n2C3)C1C (stereo unspecified),3%,?,21%
CC(C)(C)C(=O)c1cn(Cc2ccccc2)c2ccccc12,3%,3%,-8%
O=C1/C(=C/c2cc([N+](=O)[O-])ccc2Cl)N2CCC1CC2,6%,4%,0%
O[C@@H]1CCCC[C@@H]1N1CCC(c2ccccc2)CC1,1%,6%,/
CCOc1ccc(C2SCC(=O)Nc3c2c(=O)[nH]n3C2CCCCCC2)cc1 (stereo unspecified),0%,10%,8%
O=C1Nc2ccccc2/C1=C/c1nc2ccccc2c(=O)n1-c1ccc(O)cc1,3%,-20%,?
CN(Cc1ccc(OC(F)F)cc1)Cc1nc2c(Br)cc(Br)cc2c(=O)[nH]1,2%,-12%,?
CN1CC2([N+](=O)[O-])CC=C(Cl)C([N+](=O)[O-])(C1)C2 (stereo unspecified),5%,10%,7%
O=[N+]([O-])c1ccc(NC2CCN(Cc3ccccc3)CC2)c2ccncc12,6%,1%,4%
C=CCn1c(O)c(C(CC)=Nc2cc(OC)ccc2OC)c(=O)[nH]c1=O,5%,-11%,-6%
Cc1nnc(NC(=O)c2cccn(Cc3ccccc3)c2=O)s1,5%,/,-2%
CN1C(=O)NC(=O)/C(=C/c2ccc(C(=O)O)cc2)C1=O,/,17%,-20%
COc1ccc2c(c1)/C(=C/c1cnc[nH]1)C(=O)N2,13%&8%,-7%&-6%&-7%,?
COc1ccccc1C(=O)Nc1ccc2c(c1)CC1(C(=O)N(C)C(=O)N(C)C1=O)C1CCCN21 (stereo unspecified),5%,0%,-3%
Clc1ccc(CCNCc2ccncc2)c(Cl)c1,/,-6%,-7%
CCC(C)NC(=O)c1c(N)n(CC2CCCO2)c2nc3ccccc3nc12 (stereo unspecified),0%,?,?

# (more compounds)
SMILES,TDP1 block,N370S GC,FEN1 inhibitor
CCN(C(=O)Oc1ccccc1)c1ccc(C(O)(C(=O)OC)C(F)(F)F)cc1 (stereo unspecified),0%,-11%,4%
CCC(C)C(=O)O[C@@H]1C[C@@]2(C)C(c3ccoc3)OC(=O)CC23OC2(C)O[C@@]14[C@@]1(C)C(CC(=O)OC)C5(C)CC1(O)C(O)(C5OC(=O)C1(C)OC1C)C(OC(C)=O)[C@@]34O2 (stereo partly specified),9%[56.1 µM],-16%,/
c1ccc(C(c2ccccc2)N2CCN(c3ccc4ccccc4n3)CC2)cc1,?,10%,-1%
NCC1(c2ccc3c(c2)OCCO3)CCCC1,6%,0%,7%
COC(=O)C1=C(c2ccc(F)cc2F)C[C@@H]2CC[C@H]1N2C(=O)NCCOc1ccccc1,-4%,/,3%
COc1ccc(CCNC2CCCCCC2)cc1,4%,-7%,6%
CCCNC(=O)N1[C@H]2CC[C@@H]1C(C(=O)OC)=C(c1ccc(OC)c(OC)c1)C2,0%,/,5%
O=C(CN1C2CCC1CC(O)(c1cccnc1)C2)Nc1ccc2c(c1)OCO2 (stereo unspecified),1%,-10%,-2%
CCCCC(CC)COC(=O)c1ccccc1C(=O)OCC(CC)CCCC (stereo unspecified),12%,-3%&10%,-12%
Cc1ccc(O)c(C)c1,0%&16%,2%,1%
Cc1ccc2c(c1)CC1(CN2C)C(=O)NC(=O)N(c2ccccc2C)C1=O (stereo unspecified),7%,-7%,-7%
O=c1[nH]c(CN2CCNCC2)nc2ccccc12,4%,4%,3%
c1cc(CNCCc2ccc3c(c2)OCO3)ccn1,/,-2%,13%
Cc1cc(=O)oc2cc3c(cc12)CCCN3,/,?,16%
COc1ccc(NC2=NCCCS2)cc1OC,/,-1%,-13%
CCCN[C@@H]1CCc2c(OC)cccc2[C@@H]1C,4%&1%,5%&10%,/
CC(C)OP(=O)(OC(C)C)C(O)c1ccccc1F (stereo unspecified),0%,1%,-5%
CN1CCN(c2ncc(C=O)s2)CC1,/,5%,16%
COc1cc(/C=N/NP(=S)(c2ccccc2)c2ccccc2)ccc1O,4%,?,-20%
O=P(OCCCl)(OCCCl)OCCCl,6%,-10%,/
Cc1ccc(/C=C2\C(=O)NC(=O)N(Cc3ccccc3Cl)C2=O)o1,1%,-7%,?
CN1CCN(Cc2ccc(Br)s2)CC1,?,1%,-7%
O=C1NC(=O)C2(Cc3ccccc3N3CCCC32)C(=O)N1c1ccccc1 (stereo unspecified),8%,-8%,2%
CC12CC[C@H]3[C@@H](CCC4(O)C[C@H](O)CCC34/C=N/NC(=O)c3ccccc3Cl)C1(O)CCC2C1=CC(=O)OC1 (stereo partly specified),4%,-28%,8%
Cc1o[nH]c(=O)c1CC(N)C(=O)O (stereo unspecified),7%[56.1 µM],-2%,?
C=CCN1CC[C@]23c4c5ccc(O)c4OC2[C@H](O)CC[C@@]3(O)[C@H]1C5 (stereo partly specified),0%,/,-10%
CCCCCCn1c(=O)c(C(=O)Nc2nnc(C)s2)c(O)c2ccccc21,1%,-2%,/
c1ccc(Nc2ccc(Nc3ccccc3)cc2)cc1,10%&27%,-15%,-5%

# These rows are one share of the data, so the mix of outcomes need not match the whole.
